High-throughput results: PubChem BioAssay, several laboratories
STAT3 act – activators of IL-6 induced STAT3 signaling; U3A cells, IL-6 STAT3-luciferase reporter, luminescence; 100% = signal with IL-6 EC80 alone; activation (% of control), % at 5.6 µM; 0.91% of 190,000 active;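 active = activation above the screen-wide mean of compound activation plus 3 SD, cut at about 130% in these data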;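 note: 0% = background luminescence of wells with medium and substrate only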
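Detection: reporter luminescence signal / Assay system: STAT1-lacking human U3A cells, STAT3 luciferase reporter / Incubation: compound pre-incubation 1 h before IL-6, then 6 h stimulation at 37 °C / Control set: IL-6-only high control / Read-out: % activation relative to IL-6 control / Probe or stimulus: Interleukin-6, 33 ng/mL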
STAT3 inh – inhibitors of IL-6 induced STAT3 signaling. U3A cells, IL-6 STAT3-luciferase reporter, luminescence; host cell line lacks STAT1. 0.89% of 190,000 active. AID 862. inhibition, % at 5.5 µM;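 active = inhibition above the mean inhibition across all screened compounds plus 3 SD, cut at about 44% in these data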;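 note: 0% = DMSO only wells and 100% = 100 µM nifuroxazide control wells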
STAT1 inh – STAT1 signaling inhibition | inhibition, % at 5.5 µM | 0.35% of 200,000 active | NIH 3T3 STAT1-luciferase reporter, IFN-gamma, luminescence;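 active = inhibition above a set limit, the mean inhibition across all tested compounds plus 3 SD, cut at about 34% in these data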;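 note: 0% = IFN-gamma with DMSO and 100% = IFN-gamma with 300 µM nifuroxazide; values of inactives mirror those of a sister screen read the other way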
Hsp70 act – transcriptional activators of Hsp70. 0.04% of 200,000 active. HeLa Hsp70 promoter luciferase reporter, luminescence; scaled: vehicle 0, proteasome-inhibitor control 100%. activation, % at 10 µM;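 active = activation above the mean across all tested compounds plus 3 SD, cutoff set per campaign, cut at about 5.5% in these data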;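 note: 100% = MG132 at 30 µM as the positive control and 0% = DMSO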
TLR4 MyD88 comp – TLR4-MyD88 interaction inhibition in cells | AID 861 | O00206+Q99836 | inhibition, % at 8.4 µM | HeLa CL3-4 TLR4/MyD88 BLA complementation, FRET ratio | 0.18% of 200,000 active; in the data active = inhibition above about 25%;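 note: 0% = vehicle and 100% = reference inhibitor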
NF-kB neuron act – raises NF-kB expression in human neuronal cells. AID 1239. fold change at 12.5 µM. NF-kB reporter expression; stronger effect = higher value. 1.6% of 190,000 active; in the data active = fold change above about 3.3
Redox H2O2 prof – compounds producing H2O2 with reducing agent – biochemical, NIH compound library profiling, artefact control for MLSCN library redox annotation, primary screen; DTT-dependent redox cycling H2O2, phenol red/HRP absorbance; 100% = 100 µM peroxide control, 0% = buffer; activation, % at 10 µM; 0.03% of 200,000 active;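 active = activation of at least 50% relative to the plate's high and low controls in the primary single-dose screen; inactive = activation below 50%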;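 note: compound incubated with DTT at 0.8 mM final as the reducing agent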
STAT1 act – increases IFN-gamma driven STAT1 reporter signal | NIH 3T3 STAT1-luciferase reporter, luminescence; 100% = IFN-gamma alone, no compound | activation (% of control), % at 5.5 µM | 2.6% of 200,000 active | AID 932;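 active = activation above the screen-wide mean activation plus 3 SD, cut at about 130% in these data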;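 note: raw ratio to IFN-gamma control signal so 100% means no change and 0% no light; values of inactives mirror those of a sister screen read the other way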
APP 5'UTR act – activates APP 5'UTR luciferase reporter. activation, % at 2 µM. 1% of 190,000 active. SH-SY5Y APP 5'UTR luciferase reporter, luminescence; zero percent = DMSO vehicle wells;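 active = activation above a set limit, based on mean plus 3 SD of controls, cut at about 140% in these data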; note: values of inactives mirror those of a sister screen read the other way
Efa HMGR inh – blocks class II HMG-CoA reductase of Enterococcus faecalis. purified E. faecalis HMGR, NADPH absorbance 340 nm kinetic. inhibition, % at 10 µM. 0.41% of 190,000 active. AID 1066;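 active = inhibition above a set limit, the median over all tested compounds plus 3 SD, cut at about 9.5% in these data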;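 note: enzyme runs in reverse so mevalonate oxidation gives rising NADPH absorbance; 0% = complete reaction with DMSO and 100% = background rate lacking mevalonate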
An asterisk follows results filed as active; nt = not tested or not shown; & = joins results of further samples.

Each structure is followed by: STAT3 act	STAT3 inh	STAT1 inh	Hsp70 act	TLR4 MyD88 comp	NF-kB neuron act	Redox H2O2 prof	STAT1 act	APP 5'UTR act	Efa HMGR inh
Cc1ccc(S(=O)(=O)N(C)C)cc1NC(=O)C1CCCC1
 : 99	4	5	0.3	7	1.1	0.1	96	-5	3
Cc1ccc(N2CC(C(=O)OCC(=O)C(C)(C)C)CC2=O)cc1 (stereo not drawn)
 : 102	1	-6	0.0	2	1.1	-0.1	106	9	1
CC(C)C(=O)N(Nc1nc2ccccc2s1)C(=O)C(C)C
 : 110	-12	4	-0.4	4	1	0.2	97	21	0
COc1ccc(C(C)NC(=S)NC2CCCC2)cc1OC (stereo not drawn)
 : 96	9	-7	-0.5	-11	0.98	0.7	106	12	-6
CCOP(=O)(CC(C(C)=O)C(O)c1ccccc1)OCC (stereo not drawn)
 : 101	-4	-7	-0.2	-3	1.1	0.5	107	7	-1
CCc1ccc2[nH]c(=O)c(C(c3nnnn3CCOC)N3CCN(c4ccccc4)CC3)cc2c1 (stereo not drawn)
 : 102	6	-6	-0.3	-1	1.1	-0.4	106	7	-1
Brc1ccc2ncnc(Nc3ccc(N4CCOCC4)cc3)c2c1
 : 83	22	11	-0.2	16	0.41	-1.6	90	-9	-9
Cc1ccc(C)c(NC(=O)CSc2nc3[nH]ncc3c(=O)[nH]2)c1
 : 103	-6	-2	-0.3	-10	0.96	-0.2	102	12	-1
CCc1cccc(CC)c1NC(=O)C1CN(S(=O)(=O)c2ccccc2)CCN1S(=O)(=O)c1ccccc1 (stereo not drawn)
 : 99	-3	-2	-0.3	-19	0.66	-0.4	102	-6	-4
COc1cccc(/C=N/NC(=O)CN2CC(c3ccccc3)CC2=O)c1OC (stereo not drawn)
 : 103	-5	-9	-0.2	-2	1.1	-0.5	109	12	0
O=C(NNC(=S)Nc1ccc(Cl)cc1)c1ccccc1OC(F)F
 : 93	7	3	0.2	5	0.62	0.0	97	16	7
CC(C(=O)Nc1ccccc1Cl)c1ccc([N+](=O)[O-])cc1 (stereo not drawn)
 : 89	21	10	0.0	-11	1.1	-0.8	91	24	-4
O=C(CS(=O)(=O)Cc1ccccc1)Nc1nnc(C2CCCCC2)s1
 : 101	2	-2	-0.4	-6	1.3	0.0	102	1	nt
Cc1cccc(C2=NNC(=O)C(c3ccc(Cl)cc3)C2)c1 (stereo not drawn)
 : 102	2	3	0.2	-18	1.1	0.0	97	3	2
Cn1nc(C(F)(F)F)c2cc(C(=O)O)sc21
 : 105	-5	1	0.1	-19	1	-1.2	99	-17	1
Fc1cccc(Cl)c1Cn1nnc2c(-n3ccnc3)ncnc21
 : 107	-2	-13	-0.2	-19	2.1	0.8	110	2	3
O=C(c1cc2cc(Br)ccc2o1)N1CCCCC1
 : 90	19	-40	-0.1	-2	2.6	-1.0	134*	68	-3
COC(=O)c1cc(C(=O)OCC(=O)Nc2ccccc2OC(F)F)cc([N+](=O)[O-])c1
 : 106	-4	0	0.1	-6	0.91	0.0	100	9	4
O=C(O)c1ncc(-c2ccccc2)cn1
 : 100	8	-1	-0.1	-12	0.98	2.0	101	5	-8
COc1ccc(C(=O)N/C(=C\c2cc(OC)c(OC)cc2[N+](=O)[O-])C(=O)NCCO)cc1
 : 106	-5	4	-0.2	2	1.1	-0.1	97	0	-4
Cc1ccc(C(NC(=O)c2ccccc2)C(Cl)(Cl)Cl)cc1 (stereo not drawn)
 : 95	4	1	-0.3	0	1.2	-0.1	101	-4	-3
COc1ccc(N/C(C)=C/C(=O)c2ccccc2)cc1
 : 100	4	-21	-0.3	1	3.4*	0.0	118	23	4
CCOc1ccccc1NC(=O)C(OC(=O)c1ccc(N(C)C)cc1)c1ccccc1 (stereo not drawn)
 : 96	10	-7	-0.2	-1	0.55	1.5	106	-4	-1
COc1cccc(C(c2c(O)nc(SC)n(C)c2=O)c2c(O)nc(SC)n(C)c2=O)c1
 : 103	3	-4	-0.1	1	1.2	2.8	103	3	-1
O=C(Nc1cccc(O)c1)c1ccccc1
 : 89	15	-9	0.2	-9	2.2	0.7	110	38	-2
Cc1[nH]c(=O)[nH]c(=O)c1S(=O)(=O)N1CCCC(C(=O)NCCC2=CCCCC2)C1 (stereo not drawn)
 : 109	-10	-1	-0.2	-2	1.3	-0.4	100	17	-6
COc1ccc(/C=C/C(=O)Nc2cc(C(F)(F)F)ccc2Cl)cc1OC
 : 88	13	0	-0.3	4	0.72	0.3	100	-1	1
Cc1cccc(-n2c(SCC(N)=O)nc3c(c2=O)C2(CCCC2)Cc2ccccc2-3)c1
 : 103	-2	1	-0.4	-6	1.1	0.2	99	1	3
Cc1nn(CC(=O)NCc2ccccc2Cl)c(C)c1[N+](=O)[O-]
 : 101	4	1	-0.1	3	1.2	-7.7	99	3	1
O=C(NCc1ccccn1)c1ccc2nc(-c3ccco3)c(-c3ccco3)nc2c1
 : 107	-1	5	-0.3	10	0.56	-2.6	97	11	-8
Cc1noc(C)c1COC(=O)[C@@H](NC(=O)c1ccccc1)C(C)C
 : 104	0	7	0.0	15	1.1	-0.1	93	2	1
Cc1cccc(OCCNC(=O)c2cc(-n3cnnc3)ccc2Cl)c1
 : 105	-1	1	-0.3	-11	0.98	-5.2	99	0	-1
CCc1ccccc1N(C(=O)Cn1nnc2ccccc21)C(C(=O)NCCOC)c1ccco1 (stereo not drawn)
 : 95	9	13	0.3	-7	1.1	-0.5	88	3	-1
CCC1CSC(Nc2ccc(C(=O)/C=C/c3ccc(OC)c(OC)c3)cc2)=N1 (stereo not drawn)
 : 72	35	27	-0.3	0	1.2	-0.5	76	-17	-5
Cc1c(NC(=O)C(C)OC(=O)c2cc(-c3cccc4ccccc34)nc3ccccc23)c(=O)n(-c2ccccc2)n1C (stereo not drawn)
 : 95	9	1	-0.2	-4	0.37	-0.4	99	10	-1
CCOC(=O)C1CCN(c2c(NCc3ccc(C(=O)NCCC(C)C)cc3)c(=O)c2=O)CC1
 : 105	-2	-5	-0.2	-6	1.1	0.0	105	-10	1
COc1cccc(C2C3=C(CCCC3=O)Nc3[nH]n(-c4ccccc4)c(=O)c32)c1 (stereo not drawn)
 : 100	7	-1	-0.3	-6	1.1	0.2	99	-14	-7
C/C(=C(\C#N)C(=O)NC1CCCCC1)N(C)C
 : 102	5	-13	-0.4	-1	1.2	-0.3	112	8	-2
COc1cccc(OCc2nnc(-c3cccs3)o2)c1
 : 98	8	-18	-0.3	2	1.6	0.4	119	7	-6
CCOC(=O)N1CCC(=C2c3ccc(Cl)cc3CCc3cccnc32)CC1
 : 97	6	13	-0.3&-0.3	4	0.78	0.1	89	4	-12&0
CCN(CC)CCCN(Cc1cc2cc3c(cc2[nH]c1=O)OCCO3)C(=O)Nc1ccc(F)cc1
 : 110	-8	-3	-0.4	-8	1.9	-0.9	103	-13	-1
Cc1ccc(-c2c[n+](CC(=O)Nc3nc(-c4ccc(F)cc4)cs3)c3n2CCC3)cc1
 : 96	3	4	-0.1	-11	1.1	0.1	96	21	-3
Cc1cc(NC(=O)COC(=O)C2CCCN2C(=O)c2cccs2)no1 (stereo not drawn)
 : 97	8	5	-0.2	13	1.3	3.6	96	4	-4
O=C(c1cc2cc(Cl)ccc2oc1=O)N1CCCC1
 : 101	0	2	-0.4	-3	1.1	0.7	96	0	-6
Cc1cc2n(n1)C(c1cn(-c3ccccc3)nc1C)Nc1c(C)cccc1-2 (stereo not drawn)
 : 102	2	1	-0.3	4	1	1.5	100	15	-1
Cc1cc(NCCCn2ccnc2)n2c(nc3ccccc32)c1C#N
 : 102	3	2	-0.6	-2	1	3.0	98	-13	0
Cc1ccc2occ(C(c3nnnn3Cc3ccccc3)N3CCOCC3)c(=O)c2c1 (stereo not drawn)
 : 97	10	3	-0.3	13	0.56	2.5	97	6	-5
Cc1cc2oc(C(=O)NCc3ccc(S(N)(=O)=O)cc3)c(C)c2cc1C
 : 91	13	-1	-0.3	-16	1.2	-0.5	100	9	-3
CC(=O)NN1C(=O)c2ccc(Oc3ccc([N+](=O)[O-])cc3)cc2C1=O
 : 105	2	-2	0.3	6	1	-3.4	102	-8	0
CCOC(=O)CC(NC(C)=O)c1ccc([N+](=O)[O-])cc1 (stereo not drawn)
 : 100	-2	10	-0.1	-21	1.1	-0.7	92	-20	-2

Ordered by value in STAT3 act (lowest first): some entries from above
Compound,STAT3 act
Cc1ccc(-c2c[n+](CC(=O)Nc3nc(-c4ccc(F)cc4)cs3)c3n2CCC3)cc1,96
Cc1cc(NC(=O)COC(=O)C2CCCN2C(=O)c2cccs2)no1 (stereo not drawn),97
Cc1cc(NCCCn2ccnc2)n2c(nc3ccccc32)c1C#N,102

Other records follow:
Each structure is followed by: STAT3 act	STAT3 inh	STAT1 inh	Hsp70 act	TLR4 MyD88 comp	NF-kB neuron act	Redox H2O2 prof	STAT1 act	APP 5'UTR act	Efa HMGR inh
CC(c1nnnn1C(C)(C)C)N(Cc1cccnc1)Cc1ccccc1Cl (stereo not drawn)
 : 107	-8	8	-0.4	4	0.94	0.1	90	-13	6
CCN1CC(CN(C)Cc2cn(-c3ccc(C)cc3)nc2-c2ccc(F)cc2)CC1=O (stereo not drawn)
 : 93	11	5	0.3	0	0.9	-0.8	94	-8	-2
O=c1c2[nH]c3ccccc3c2nc2n1CCS2
 : 89	17	-2	-0.1	4	1.3	-1.5	102	-4	-6
CC(=O)CSc1ncnc2scc(-c3ccc(F)cc3)c12
 : 110	-13	7	-0.3	-13	1.1	-3.1	94	26	-1
O=C(NC1CCCCCC1)C1CCN(S(=O)(=O)c2ccc(F)cc2)CC1
 : 100	10	-2	-0.2	-2	1.1	0.3	102	-9	2
O=C(C1CCCN(S(=O)(=O)c2cccs2)C1)N1CCN(C2CCCCC2)CC1 (stereo not drawn)
 : 102	4	-1	-0.3	-3	0.88	-0.7	101	-2	-4
NC(=O)c1ccc(-c2ccc(Br)cc2)o1
 : 90	13	-17	-0.2	0	1.5	2.9	115	15	4
O=C(NCCN1CCOCC1)c1ccc2c(c1)N(Cc1ccccc1F)C(=O)CS2
 : 96	9	2	-0.2	-6	0.99	0.8	98	2	-9
O=C(CCCCCN1C(=O)C2C3C=CC(C3)C2C1=O)Nc1nccs1 (stereo not drawn)
 : 99	10	3	-0.1	-8	0.93	-1.4	97	nt	3
CCOc1ccc(CN2CCN(Cc3ccc(C)o3)CC2CCO)cc1 (stereo not drawn)
 : 97	10	1	-0.1	0	0.83	-0.3	97	13	-11
O=C(NCC1CCCO1)c1cccc(NC(=O)c2ccco2)c1 (stereo not drawn)
 : 100	5	1	-0.2	-5	1.1	1.7	99	55	2
CC(C)(C)SCCNC(=O)/C=C/c1ccc(F)cc1
 : 105	-6	-17	0.1	5	1.1	0.6	115	10	-1
CCC(C)N(C)Cc1cccc(C2(O)CCN(S(=O)(=O)c3ccc(F)cc3)CC2)c1 (stereo not drawn)
 : 104	0	-3	-0.1	15	0.95	-1.4	102	-4	-4
Cc1cccc(C)c1NC(=O)CSc1nc2ccccc2c(=O)[nH]1
 : 103	-3	-1	-0.2	7	1	0.4	100	nt	2

Compounds as they come; 5.6% or so of the library scored in one or more.
